# ABCG2 block – blocks JC-1 efflux by human ABCG2 transporter; Q9UNQ0; inhibition, % at 6.6 µM; hit rate 0.1% among 190,000; IgMXP3 cells, flow cytometry;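 active = inhibition above 80%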;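 also: 0% = DMSO and 100% = nicardipine control wells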
#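 Times: 10 min at 25 °C | Test system: Two drug-resistant human cell lines, ABCG2 and ABCB1 | Quantity: 3 million cells/mL final, two lines in 1:1 ratio | Signal: Flow cytometry, 530 nm JC-1 signal | Dosing: Compound at 6.6 µM | Controls: Nicardipine and DMSO wells | Reagent: JC-1 as fluorescent efflux pump substrate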
# Bcl-2 Bim block – disrupts Bim peptide binding to human Bcl-2. P10415. Bead-based flow cytometry, Bim peptide-Bcl-2 binding. inhibition, % at 10 µM. hit rate 0.06% among 190,000; in the data active = inhibition above about 40%; inconclusive = no clear call, values can overlap the other calls;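 also: 0% = no compound wells with probe peptide and 100% = reference peptide inhibitor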
# Target sequence (P10415 whole entry, looked up): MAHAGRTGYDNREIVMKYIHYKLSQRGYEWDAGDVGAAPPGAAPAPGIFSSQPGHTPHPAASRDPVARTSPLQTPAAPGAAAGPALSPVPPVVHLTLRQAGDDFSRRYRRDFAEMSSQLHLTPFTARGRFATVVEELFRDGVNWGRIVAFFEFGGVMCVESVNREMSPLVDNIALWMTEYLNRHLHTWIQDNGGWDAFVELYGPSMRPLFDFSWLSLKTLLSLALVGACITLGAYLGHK
# RGS8-Gao – modulates binding of RGS8 to human Galphao. P09471. response (percent of control binding), % at 10 µM. hit rate 0.34% among 220,000. multiplexed bead flow cytometry; actives lie on both sides. AID 1423; in the data active = response below about 60% or above about 140%; inactive = in between;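 also: Galphao activated as the GDP aluminium fluoride complex binding bead-coupled RGS8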
# Bim-Bcl-W – inhibitors of Bim-Bcl-W interaction, human | Q92843 | bead-based flow cytometry, Bim peptide-Bcl-W binding | inhibition, % at 10 µM | hit rate 0.02% among 190,000 | AID 952;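 also: 0% = bound tracer without compound and 100% = peptide blocker; higher means less fluorescent Bim peptide bound to Bcl-W beads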
# Target sequence (Q92843 whole entry, looked up): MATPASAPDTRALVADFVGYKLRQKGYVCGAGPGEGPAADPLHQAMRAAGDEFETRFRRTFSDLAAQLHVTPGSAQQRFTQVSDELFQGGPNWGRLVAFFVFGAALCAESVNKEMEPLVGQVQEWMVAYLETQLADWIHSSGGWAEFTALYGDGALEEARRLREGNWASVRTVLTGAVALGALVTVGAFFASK
# Bcl-XL Bim block – inhibitors of Bim-Bcl-XL interaction, human | Q07817 | Bim peptide-Bcl-XL binding, bead flow cytometry, fluorescence | inhibition, % at 10 µM | hit rate 0.04% among 190,000
# Target sequence (Q07817 whole entry, looked up): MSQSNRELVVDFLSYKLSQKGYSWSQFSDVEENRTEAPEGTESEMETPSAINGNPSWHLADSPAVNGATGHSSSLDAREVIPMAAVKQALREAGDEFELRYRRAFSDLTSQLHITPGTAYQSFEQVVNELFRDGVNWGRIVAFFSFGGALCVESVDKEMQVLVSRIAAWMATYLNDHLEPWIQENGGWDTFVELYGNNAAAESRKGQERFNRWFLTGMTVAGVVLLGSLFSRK
# Mcl-1 Bim block – disrupts Bim peptide binding to human Mcl-1; inhibition, % at 10 µM; Bead-based flow cytometry, Bim peptide-Mcl-1 binding; Q07820; hit rate 0.1% among 190,000;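 also: 0% = no compound tracer wells and 100% = peptide blocker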
# Target sequence (Q07820 whole entry, looked up): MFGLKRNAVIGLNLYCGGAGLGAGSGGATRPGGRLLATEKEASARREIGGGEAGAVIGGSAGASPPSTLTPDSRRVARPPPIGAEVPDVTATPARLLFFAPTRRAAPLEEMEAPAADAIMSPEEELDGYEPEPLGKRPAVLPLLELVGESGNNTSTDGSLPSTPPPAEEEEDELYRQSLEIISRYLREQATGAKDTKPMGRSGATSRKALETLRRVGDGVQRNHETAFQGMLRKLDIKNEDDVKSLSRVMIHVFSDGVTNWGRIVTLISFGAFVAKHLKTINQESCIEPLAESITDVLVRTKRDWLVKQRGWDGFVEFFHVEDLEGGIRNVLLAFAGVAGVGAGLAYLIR
# Bcl-B Bim block – human Bim-Bcl-B interaction inhibition. bead-based flow cytometry, Bim peptide-Bcl-B binding. inhibition, % at 10 µM. hit rate 0.073% among 190,000. AID 951;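 also: 0% = tracer peptide without compound and 100% = reference inhibitor peptide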
# ABCB1 block – blocks JC-1 efflux by human ABCB1 transporter; inhibition, % at 6.6 µM; P08183; CCRF-Adr cells, flow cytometry; hit rate 0.067% among 190,000; in the data active = inhibition above about 40%;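 also: 0% = vehicle and 100% = reference inhibitor; higher value means more JC-1 retained so stronger ABCB1 efflux block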
# Bim-Bfl-1 – disrupts Bim binding to human Bfl-1. AID 1008. inhibition, % at 10 µM. hit rate 0.12% among 190,000. Bead-based flow cytometry, Bim-Bfl-1 binding inhibition. Q16548;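 also: 0% = wells without compound plus tracer and 100% = blocker peptide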
# RGS4-Gao reg – modulates binding of RGS4 to human Galphao. hit rate 0.33% among 220,000. Multiplexed bead flow cytometry; actives lie on both sides. AID 1415. binding response (% of control), % at 10 µM. P09471; in the data active = binding response below about 49% or above about 150%; inactive = in between;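 also: fluorescent Galphao activated with aluminum fluoride binding bead-coupled RGS4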
# RGS7-Gao reg – regulators of human RGS7-Galphao interaction. binding response (% of control), % at 10 µM. hit rate 0.35% among 220,000. P09471. Multiplexed bead flow cytometry, RGS7-Galphao binding; actives lie on both sides; in the data active = binding response below about 49% or above about 150%; inconclusive = no clear call, values can overlap the other calls; inactive = in between;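 also: fluorescent Galphao held in activated GDP-AlF4 state binding bead-coupled RGS7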
# * hit, by the source's call; u = inconclusive. Rule as the data show it, unless noted: active = inhibition above about 40%.
SMILES,ABCG2 block,Bcl-2 Bim block,RGS8-Gao,Bim-Bcl-W,Bcl-XL Bim block,Mcl-1 Bim block,Bcl-B Bim block,ABCB1 block,Bim-Bfl-1,RGS4-Gao reg,RGS7-Gao reg
Cn1c(=O)c2c(nc(NCCO)n2CCc2ccccc2)n(C)c1=O,0,17,92,-8,-7,-2,-8,-0.1,1,90,94
COc1ccc(-c2nnc(OCc3ccccc3)c3ccccc23)cc1,34,-8,97,-4,-8,-16,-8,2.0,-18,97,98
CCC(CC)C(=O)OCC(=O)Nc1cccc([N+](=O)[O-])c1,27,0,97,1,4,2,2,0.7,-2,99,98
Cc1sc(N)c(C#N)c1C,1,1,92,0,-2,-4,-13,-0.8,7,130,133
COc1ccc(OC)c(-n2c(C)cc(C=O)c2C)c1,1,-2,99,0,-1,-3,0,-0.2,0,96,100
CCS(=O)(=O)N1CCc2cc(OC)c(OC)cc2C1,-4,-18,98,-7,-13,-9,-13,-0.3,-17,101,103
CC(C)Cc1cc(C(=O)Nc2cc(Cl)ccc2Cl)no1,2,-6,100,0,-3,0,-3,0.6,-10,101,103
c1ccc(CN2CCN(c3nc4ccccc4n4cnnc34)CC2)cc1,4,-5,100,1,-1,0,-3,0.7,-11,98,99
O=C(CN1CCOc2ccccc21)NC1CCN(Cc2ccccc2)CC1,0,-7,99,0,-3,0,-6,0.5,-8,104,108
Clc1ccc2oc(-c3ccccc3)cc(=NCCCN3CCOCC3)c2c1,1,0,107,0,-3,0,-1,0.1,-4,100,98
CCOC(=O)C1CCCN(c2c(NCCCN(C)Cc3ccccc3)c(=O)c2=O)C1 (stereo not drawn),0,-7,97,0,-5,0,-6,0.1,-16,99,94
CCOC(=O)N1CCN(C(=O)CN(Cc2ccc(Cl)cc2)S(C)(=O)=O)CC1,5,-9,108,0,-5,-2,-9,0.5,-11,112,115
O=C(O)/C(=C\c1cccs1)c1ccccc1,0,-2,101,-3,-3,-4,-3,-0.2,-5,100,101
COCCCNC(=O)NC(=O)c1ccccc1,2,0,98,-1,-1,0,-2,0.5,1,98,98
COc1cccc(CC(NC(C)=O)C(=O)NC2CCN(c3c4c(nc5ncnn35)CCC4)CC2)c1OC (stereo not drawn),1,-4,106,0,-5,-2,-5,0.2,-3,107,110
Cn1nccc1C(=O)N1CCc2c([nH]c3ccccc23)C1c1ccc(F)cc1 (stereo not drawn),3,-4,99,2,-1,-4,-3,0.3,-3,99,92
FC(F)(F)c1cc(Cl)c2nnc(C(F)(F)Cl)n2c1,-1,-3,101,-3,-2,-2,-6,0.1,-3,98,98
COc1ccc(NC(=O)CN2C(=O)CSC(C)C2=O)c(OC)c1 (stereo not drawn),-8,-7,102,-4,-4,-2,-10,-0.7,-12,100,98
CCOc1ccc(NC(=O)CN2C(=O)COc3ccc(Cl)cc32)cc1,2,-7,100,0,-5,2,-6,1.0,-12,103,100
Cc1nn(CCO)c2nc(-c3cccs3)cc(C(F)(F)F)c12,1,0,100,0,-6,7,-2,0.4,-1,95,97
CC(C)NC(=O)CSc1nnc(C2CC2)n1-c1ccccc1,3,0,103,-1,1,0,0,0.7,1,104,101
COc1cccc(Cn2c(=O)c3ccccc3n3nc(C)cc23)c1,4,-5,104,-1,-3,-1,-2,1.1,-5,103,107
OCC1CCN(Cc2nc(Cc3ccccc3Cl)no2)CC1,1,-1,103,0,0,0,-4,0.2,-7,101,96
Cc1cccc(C(=O)NC(C(=O)Nc2nc(-c3ccccn3)cs2)C(C)C)c1 (stereo not drawn),2,1,99,2,0,-2,-2,1.3,-5,98,104
CN(C(=O)COC(=O)c1ccccc1C(=O)N1CCN(c2ccccc2)CC1)c1ccccc1,-1,-1,100,-2,0,2,-2,0.1,-4,98,93
SMILES,ABCG2 block,Bcl-2 Bim block,RGS8-Gao,Bim-Bcl-W,Bcl-XL Bim block,Mcl-1 Bim block,Bcl-B Bim block,ABCB1 block,Bim-Bfl-1,RGS4-Gao reg,RGS7-Gao reg
O=C(O)CCCC(=O)NNC(=O)c1cccc(Br)c1,2,0,101,-2,1,-1,-1,0.3,-5,102,108
COc1cc(NS(=O)(=O)c2ccccc2)ccc1-n1nc(C)cc1C,1,6,97,12,7,3,6,0.2,8,96,96
COC(=O)CC1SC(=O)NC1=Nc1ccc(OC)cc1 (stereo not drawn),3,0,101,5,3,10,0,0.3,-5,103,105
Cc1ccc(S(=O)(=O)N2CCN(C(=O)c3cc4c(C)nn(-c5ccccc5)c4s3)CC2)cc1,4,-2,98,-11,-6,-11,-31,3.5,-6,100,97
C/C(CC(=O)Nc1c(C)cc(C)cc1C)=N\NC(=O)c1cnccn1,-1,-3,102,-1,-7,-5,-4,-1.1,-3,100,100
CCCOc1ccc(/C(O)=C2/C(=O)C(=O)N(CCN(C)C)C2c2ccc(OC)c(OC)c2)cc1 (stereo not drawn),2,-3,99,-2,-6,-2,-5,0.3,-3,100,100
COc1cc2c(cc1NC(=O)c1cccnc1)CCCC2,24,3,105,2,1,0,1,-0.1,3,106,109
O=C(CN1C2=NCCCN2c2ccccc21)c1cccs1,1,-4,101,0,-1,-1,-2,0.2,-2,99,101
Cc1cc(NC(=O)c2ocnc2C)no1,1,-6,99,-1,-6,-1,-9,0.2,-11,102,99
CCOC(=O)c1ccc2c(c1)N(CC#N)C(=O)C(C)(C)O2,2,0,95,-1,-2,-3,-3,0.3,-7,90,87
N#CCCN(Cc1ccccc1)C(=S)NC(=O)c1ccccc1,2,-6,100,-2,-3,-1,-7,0.7,-8,101,101
COc1cccc(C(=O)N2CCOCC2)c1,1,1,107,3,-2,2,-3,0.4,-1,104,108
CC1=NN(C(=O)CSCc2ccccc2)C(O)(c2ccc(Cl)cc2)C1 (stereo not drawn),6,-3,59*,0,-3,-2,-6,0.6,-6,57,49*
COc1ccc(OC)c(-c2csc(N(CC3CCCO3)C(=O)Cc3ccccc3)n2)c1 (stereo not drawn),1,-1,105,0,0,-1,-4,0.5,-6,101,104
Cc1ccc(/C=N/N2CCN(C3c4ccccc4-c4ccccc43)CC2)s1,3,-9,111,-6,-8,-1,-10,0.6,-11,103,104
CC(C)OC(=O)c1cccnc1SCc1cc(=O)n2ccccc2n1,2,0,103,-1,0,1,-3,0.2,0,102,101
O=C(COc1ccc(Cl)cc1[N+](=O)[O-])N/N=C/c1cccs1,9,1,103,0,0,0,0,0.8,-3,100,102
CC(/C=N/NC(=O)CN1CCN(Cc2ccc(Cl)cc2)CC1)=C\c1ccco1,0,2,100,-2,-3,-3,-2,0.6,6,101,98
CCOC(=O)N1CCN=C1SCc1ccc(Cl)c(Cl)c1,-1,-6,103,-7,-10,-20,-4,-0.5,-5,102,105
CC(=O)c1sc(NC(=O)c2cccc(C)c2)nc1C,3,0,100,2,0,-1,-4,0.2,0,98,99
CC(C)C(CO)NC(=O)CC(=O)NC(CO)C(C)C (stereo not drawn),2,0,102,0,0,-2,0,0.7,0,101,101
Nc1ccccc1-c1nnc(-c2ccccc2N)n1N,26,-12,100,-13,-12,-10,-19,1.2,-8,101,u
COc1ccc(C(=O)Nc2c(Cl)cc(Cl)cc2C(=O)NCCN2CCOCC2)cc1,-3,3,100,-1,-3,-1,0,-0.5,9,98,100
CCCSC1=N/C(=C\c2ccc3c(c2)OCO3)C(=O)S1,0,-3,103,0,-2,2,0,-0.2,-3,101,110
CC(C)n1c(=S)[nH]c2ccccc2c1=O,1,-9,101,-3,-5,-2,-15,0.2,-1,101,101

# 4 entries from above, bar-delimited:
canonical_smiles | ABCG2 block | Bcl-2 Bim block | RGS8-Gao | Bim-Bcl-W | Bcl-XL Bim block | Mcl-1 Bim block | Bcl-B Bim block | ABCB1 block | Bim-Bfl-1 | RGS4-Gao reg | RGS7-Gao reg
N#CCCN(Cc1ccccc1)C(=S)NC(=O)c1ccccc1 | 2 | -6 | 100 | -2 | -3 | -1 | -7 | 0.7 | -8 | 101 | 101
COc1cccc(C(=O)N2CCOCC2)c1 | 1 | 1 | 107 | 3 | -2 | 2 | -3 | 0.4 | -1 | 104 | 108
CC1=NN(C(=O)CSCc2ccccc2)C(O)(c2ccc(Cl)cc2)C1 (stereo not drawn) | 6 | -3 | 59* | 0 | -3 | -2 | -6 | 0.6 | -6 | 57 | 49*
COc1ccc(OC)c(-c2csc(N(CC3CCCO3)C(=O)Cc3ccccc3)n2)c1 (stereo not drawn) | 1 | -1 | 105 | 0 | 0 | -1 | -4 | 0.5 | -6 | 101 | 104

# The listing continues:
SMILES,ABCG2 block,Bcl-2 Bim block,RGS8-Gao,Bim-Bcl-W,Bcl-XL Bim block,Mcl-1 Bim block,Bcl-B Bim block,ABCB1 block,Bim-Bfl-1,RGS4-Gao reg,RGS7-Gao reg
CN(CC(=O)Nc1ccc(C#N)cc1)Cc1ccc(Cl)cc1Cl,20,-1,111,-3,-1,-2,0,0.3,0,106,99
Cc1ccc(S(=O)(=O)Nc2cccc(-c3ccc4nnc(C)n4n3)c2)s1,2,-1,101,3,0,0,13,-0.4,-4,101,u
COc1ccc(CC(NC(C)=O)C(=O)NC2CCN(c3nc(C)cc(C)c3C#N)CC2)c(OC)c1 (stereo not drawn),0,-8,100,-8,-11,-5,-10,0.0,-5,102,100
CCC(CC)c1nnc(NC(=O)CCNC(=O)c2ccccc2Cl)s1,-6,-2,104,-1,-3,0,-1,-2.4,-5,98,102
NC(=O)c1ccccc1NC(=O)CCCN1C(=O)CCC1=O,3,0,99,1,0,0,0,0.1,-6,94,98
Cc1cc(C(F)(F)F)n(-c2ccc(N)cc2)n1,1,0,101,-1,-4,-1,-8,0.7,-5,102,103
O=C(Nn1cnnc1)C1CCCN1S(=O)(=O)c1ccc(F)cc1 (stereo not drawn),3,0,102,-2,-1,0,-2,0.3,-1,100,100
CCOc1ccccc1/C=C(/NC(=O)c1ccccc1)C(=O)N(CC)CC,2,-2,93,14,18,15,16,1.4,12,97,97
CCN(CC)S(=O)(=O)c1cccc(NC(=O)COC(=O)CCc2nc3ccccc3s2)c1,7,-2,101,-2,-2,0,0,1.4,0,101,102
COc1ccc(NC(=O)Nc2ccon2)c(OC)c1,13,-2,101,-3,0,0,0,0.5,-7,96,99
O=C(CCC(=O)N1CCN(S(=O)(=O)c2ccc(Cl)cc2)CC1)Nc1ccc2ccccc2c1,3,-2,101,0,-3,-1,-6,2.4,2,101,97
Cn1c(=O)n(CC(N)=O)c2ccccc21,2,-5,103,-2,0,-1,2,0.5,-4,104,105
CC1=NN(C(=O)c2ccccc2Br)C(O)(c2cccnc2)C1 (stereo not drawn),0,-1,105,-2,0,-1,-2,0.0,-2,103,102
Cc1c(C)n(C)c2ccc(C(=O)NCc3cccs3)cc12,2,-6,102,1,0,-1,-6,0.2,-9,106,100
CCOc1cccc2cc(C(N)=O)c(=NCc3ccccc3)oc12,1,-3,104,0,1,0,1,0.4,2,113,109
CCC(C)c1ccc(OCCCCN2CCOCC2)cc1 (stereo not drawn),16,-13,102,-4,-6,-3,-11,1.3,-17,99,99
Cc1cccc(OCC(=O)Nc2ccccc2C(F)(F)F)c1,21,-2,103,0,-2,-1,-5,1.2,-1,102,100
N/C(Cn1cncn1)=N\NC(=O)c1ccc(Cl)cc1Cl,2,-3,101,0,2,0,0,0.7,-7,100,104
COc1ccc(N(CC(=O)Nc2cc(OC)ccc2OC)S(=O)(=O)c2c(C)nn(C)c2C)cc1,3,-7,98,-1,-4,-1,-6,2.7,-9,100,98
COc1cc(-c2ncc3ccccn23)cc(OC)c1OC,1,4,105,0,3,3,0,0.1,6,105,104
COc1ccc(NCC(=O)N/N=C/c2ccc3c(c2)OCCO3)cc1,-2,-2,98,-4,-10,-5,-10,-0.4,-8,98,100

# Screening data from PubChem.
